APOBEC3A inh: human APOBEC3A DNA deaminase inhibition; AID 493011; actives 0.41% (n = 330,000); inhibition, % at 20 µM; recombinant A3A, FAM/TAMRA ssDNA deamination fluorescence;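 active means at least 40% inhibition at 20 µM here, with at most 30% in a related deaminase screen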;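 further: plate controls were A3A with DMSO for no effect and wells lacking A3A enzyme for full effect; some results filed as inactive read as strong as hits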
Target sequence (P31941 whole entry, looked up): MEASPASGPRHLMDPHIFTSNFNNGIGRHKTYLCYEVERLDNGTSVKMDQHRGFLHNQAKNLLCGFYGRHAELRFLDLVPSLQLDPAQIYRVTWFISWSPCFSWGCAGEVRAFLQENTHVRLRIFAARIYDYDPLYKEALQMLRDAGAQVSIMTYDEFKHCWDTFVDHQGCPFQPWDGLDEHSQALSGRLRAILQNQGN
mIAP act: increases mouse intestinal alkaline phosphatase activity. muIAP, CDP-Star luminescence, 30 min; active compounds read high; 1 = vehicle-only enzyme signal, 0 = enzyme-free wells. activation factor at 10 µM. actives 0.24% (n = 330,000). AID 2805;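 active means activation factor of at least 2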; further: the source names both 10 and 20 µM as test concentration; values of inactives mirror those of a sister screen read the other way
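Assay system: mouse IAP enzyme; reagent: chemiluminescent substrate CDP-Star; dosing: test compounds delivered from DMSO solution; schedule: 30 min at room temperature; measured by: luminescence from enzymatic CDP-Star hydrolysis; controls: DMSO-only wells and no-enzyme negative control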
HKDC1 inhibitor: HKDC1 (human) hexokinase inhibition; Q2TB90; recombinant HKDC1, G6PDH/diaphorase resazurin coupled fluorescence; inhibition, % at 20 µM; actives 0.16% (n = 340,000);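 active means inhibition above about 35% when tested at 20 µM, limit read from the data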;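 further: plate controls were DMSO wells with enzyme for no effect and DMSO wells lacking enzyme for full effect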
Target sequence (Q2TB90 whole entry, looked up): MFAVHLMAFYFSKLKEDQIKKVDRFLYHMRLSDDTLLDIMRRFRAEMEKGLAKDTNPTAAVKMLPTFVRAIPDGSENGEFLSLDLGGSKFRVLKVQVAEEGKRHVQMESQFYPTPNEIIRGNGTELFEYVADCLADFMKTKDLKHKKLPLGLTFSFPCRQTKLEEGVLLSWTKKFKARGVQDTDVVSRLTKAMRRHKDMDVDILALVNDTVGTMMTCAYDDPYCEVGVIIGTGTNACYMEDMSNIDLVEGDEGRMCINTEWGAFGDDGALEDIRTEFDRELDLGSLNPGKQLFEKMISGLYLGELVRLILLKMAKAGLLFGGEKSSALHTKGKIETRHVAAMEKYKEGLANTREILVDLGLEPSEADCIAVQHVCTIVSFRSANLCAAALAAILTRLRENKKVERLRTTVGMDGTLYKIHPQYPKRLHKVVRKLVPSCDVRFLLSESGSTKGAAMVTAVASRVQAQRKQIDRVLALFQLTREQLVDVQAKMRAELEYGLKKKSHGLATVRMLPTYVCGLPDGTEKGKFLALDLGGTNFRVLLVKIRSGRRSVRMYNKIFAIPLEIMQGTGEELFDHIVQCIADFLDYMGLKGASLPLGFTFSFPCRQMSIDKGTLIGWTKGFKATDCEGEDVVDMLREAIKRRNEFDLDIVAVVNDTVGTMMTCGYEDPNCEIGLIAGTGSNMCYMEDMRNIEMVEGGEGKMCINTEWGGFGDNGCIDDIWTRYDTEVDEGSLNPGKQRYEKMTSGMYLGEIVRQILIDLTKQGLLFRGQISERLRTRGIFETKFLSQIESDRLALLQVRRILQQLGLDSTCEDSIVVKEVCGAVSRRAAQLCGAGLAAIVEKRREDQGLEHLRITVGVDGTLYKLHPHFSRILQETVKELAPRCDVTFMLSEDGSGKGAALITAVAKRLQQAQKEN
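Test system: recombinant HKDC1 (HK5) hexokinase enzyme, produced in-house; Amount: enzyme 5 µg/mL final; Buffer or medium: Tris pH 8.0 buffer with MgCl2, Tween-20, BSA, BME; Reagent: glucose and ATP substrates; Doses: 20 µM test compound, 1% DMSO; Incubation: 90 min reaction incubation at room temperature, dark; Detection: resorufin fluorescence at 613 nm.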
PfG6PD inh: PfG6PD (Plasmodium falciparum) enzyme inhibition; PfGluPho enzyme, NADPH resazurin-diaphorase fluorescence; inhibition, % at 20 µM; actives 0.78% (n = 350,000); AID 504690;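 active means inhibition reaching at least a set limit at 20 µM in the primary screen, cut at about 59% in these data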;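 further: 0% = DMSO wells with substrate and 100% = DMSO wells lacking glucose-6-phosphate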
hIAP inh: blocks human intestinal alkaline phosphatase. P09923. purified IAP, CDP-Star luminescence, 30 min. inhibition, % at 10 µM. actives 0.12% (n = 330,000);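 active means inhibition reaching a set limit with compound at 10 µM in the primary screen, cut at about 35% in these data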;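 further: plate controls were DMSO wells with enzyme for no effect and no-enzyme buffer wells for full effect; values of inactives mirror those of a sister screen read the other way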
mIAP block: mouse IAP inhibition. inhibition, % at 10 µM. purified mouse IAP, CDP-Star luminescence, 30 min. actives 0.2% (n = 330,000);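 active means inhibition of at least 40% at 10 µM in the primary screen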;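 further: plate controls were DMSO with enzyme for no effect and no enzyme wells for full effect; values of inactives mirror those of a sister screen read the other way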
hIAP activ: increases human intestinal alkaline phosphatase activity; P09923; purified human IAP, CDP-Star luminescence, 30 min; active compounds read high; 1 = vehicle-only enzyme, 0 = enzyme-free background; activation factor at 10 µM; actives 0.16% (n = 330,000);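 active means activation factor of the enzyme at least 2-fold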; further: the source names both 10 and 20 µM as test concentration; values of inactives mirror those of a sister screen read the other way
ATG4B inh: blocks human ATG4B protease cleavage of LC3 substrate; inhibition, % at 8.33 µM; AID 504462; ATG4B cleavage of LC3-PLA2, NBD-HPC fluorescence, 1 h; actives 0.51% (n = 340,000); in the data active means inhibition above about 40%
Starred values were filed as active, the others as inactive.

Results follow in this order: APOBEC3A inh | mIAP act | HKDC1 inhibitor | PfG6PD inh | hIAP inh | mIAP block | hIAP activ | ATG4B inh
Cc1noc(/C=C/N(C)C)c1S(=O)(=O)N1CCCC(C(=O)N2CCc3ccccc32)C1 (stereo not given)
→ 0 | 1.1 | -6 | 8 | 14 | -6 | 0.86 | -4
COC(=O)c1cc2ccsc2n1CC(=O)Nc1ccc(N(C)C)cc1
→ -6 | 1 | -9 | -3 | -30 | -1 | 1.3 | -1
C=CCNC(=O)C1CCCN(S(C)(=O)=O)C1 (stereo not given)
→ -1 | 1 | -1 | -5 | 4 | -3 | 0.96 | 0
Cc1ccccc1C(=O)N1CCC(C(=O)OCC(=O)Nc2cccc([N+](=O)[O-])c2C)CC1
→ 0 | 0.86 | 2 | -5 | 18 | 14 | 0.82 | -10
Nc1nc(SCc2ccc(F)cc2)n[nH]1
→ -5 | 1.1 | -4 | 26 | -1 | -6 | 1 | -3
COc1ccccc1NC(=O)c1ccccc1NS(=O)(=O)N1CCCC1
→ -2 | 0.85 | 6 | -6 | 10 | 15 | 0.9 | -12
Cc1ccc(S(=O)(=O)N2CCN(S(=O)(=O)c3ccc(C)cc3)C2c2ccccc2)cc1
→ 1 | 0.96 | 1 | -9 | -2 | 4 | 1 | 18
CCN(CC(=O)Nc1c(F)cccc1F)C(=O)CCNC(=O)c1ccccc1OC
→ -3 | 0.93 | -6 | 11 | 10 | 7 | 0.9 | 1
O=C(O)c1cccc2c1C(=O)N(Cc1ccccc1)C2
→ 2 | 1 | -3 | -13 | 3 | -3 | 0.97 | 0
CCCCNC(=O)N(C)c1nncnc1C(=O)NC
→ -3 | 0.91 | 3 | -10 | 2 | 9 | 0.97 | -3

Full records, looked up by structure. Values in the order: APOBEC3A inh	mIAP act	HKDC1 inhibitor	PfG6PD inh	hIAP inh	mIAP block	hIAP activ	ATG4B inh
CCN(CC(=O)Nc1c(F)cccc1F)C(=O)CCNC(=O)c1ccccc1OC as listed: -3	0.93	-6	11	10	7	0.9	1
COc1ccccc1NC(=O)c1ccccc1NS(=O)(=O)N1CCCC1 as listed: -2	0.85	6	-6	10	15	0.9	-12
CCCCNC(=O)N(C)c1nncnc1C(=O)NC as listed: -3	0.91	3	-10	2	9	0.97	-3
Cc1ccccc1C(=O)N1CCC(C(=O)OCC(=O)Nc2cccc([N+](=O)[O-])c2C)CC1 as listed: 0	0.86	2	-5	18	14	0.82	-10
C=CCNC(=O)C1CCCN(S(C)(=O)=O)C1 (stereo not given) as listed: -1	1	-1	-5	4	-3	0.96	0

The results go on.
Results follow in this order: APOBEC3A inh | mIAP act | HKDC1 inhibitor | PfG6PD inh | hIAP inh | mIAP block | hIAP activ | ATG4B inh
O=C(Nc1nc2c(s1)CCCC2)c1ccc2ncsc2c1
→ -2 | 0.87 | 1 | 65* | 8 | 13 | 0.92 | -3
CSc1nc2cc(S(=O)(=O)N3CCOCC3)ccc2s1
→ -1 | 0.87 | -8 | -4 | 8 | 13 | 0.92 | 4
Cc1ccc(Cn2nnc3c(=O)[nH]c(C4CCN(C(=O)c5cccs5)CC4)nc32)cc1
→ -3 | 1.1 | 5 | -14 | 5 | -10 | 0.95 | -16
O=C(CN1C(=O)C2C3CCC(C3)C2C1=O)OCC(=O)c1ccccc1 (stereo not given)
→ -4 | 0.93 | -4 | 2 | -12 | 7 | 1.1 | 0
O=C(COc1ccc([N+](=O)[O-])cc1)Nc1ccc(CN2CCOCC2)cc1
→ -2 | 0.96 | -9 | -1 | 0 | 4 | 1 | -9
CN(Cc1cccc2cnccc12)C(=O)c1cc(COc2ccc(F)cc2Cl)on1
→ -6 | 0.93 | -1 | -2 | -17 | 7 | 1.2 | 20
Cn1c(-c2ccncc2)nc2ccccc21
→ -6 | 1 | -4 | -4 | -2 | -3 | 1 | -2
Cc1ccc(-n2ncc3c2CC(C)(C)CC3NC(=O)c2ccncc2)cc1 (stereo not given)
→ 0 | 1 | -1 | 4 | -23 | -4 | 1.2 | -6
CCOC(=O)[C@H]1[C@H]2COc3ccc(Cl)cc3[C@@H]2N2C(=O)CN(Cc3ccco3)C(=O)[C@@]12C
→ -1 | 1 | -4 | -12 | 2 | -3 | 0.98 | 0
S=C(NCc1ccc(Cl)cc1)NC12CC3CC(CC(C3)C1)C2
→ -2 | 3.9* | -5 | 20 | -41 | -289 | 1.4 | 16
O=C(CSc1ccc(-c2ccc(Br)cc2)nn1)NCC1CCCO1 (stereo not given)
→ -3 | 0.86 | -4 | 4 | 19 | 14 | 0.81 | -4
Cc1c(Cl)c([N+](=O)[O-])nn1CC(=O)NCc1ccco1
→ -2 | 0.99 | -8 | -18 | 10 | 1 | 0.9 | -9
O=C(Nc1cc(C(F)(F)F)ccc1F)C1CCCC1
→ -1 | 0.95 | -2 | 8 | 16 | 5 | 0.84 | 1
CCOC(=O)C1CCCN(C(=O)c2ccc(C(=O)c3ccccc3)cc2)C1 (stereo not given)
→ -5 | 0.94 | -5 | -7 | 10 | 6 | 0.91 | -10
CCN1/C(=C2/SC(=S)N(NC(C)=O)C2=O)Sc2ccccc21
→ -5 | 1 | -7 | 7 | -20 | -2 | 1.2 | 0
CC(N=C1NS(=O)(=O)c2ccccc21)C(=O)N1CCc2ccccc2C1 (stereo not given)
→ 0 | 1 | -2 | -10 | 8 | 0 | 0.92 | -1
O=C(c1cc(-c2ccccc2)on1)N1CCCC1
→ 2 | 1.1 | -8 | -7 | -5 | -10 | 1.1 | 0
CCCc1nc(SCC(=O)NC2CCCC2)c2ccccc2n1
→ 0 | 0.97 | -3 | 1 | 11 | 3 | 0.89 | 1
CCn1nc(C)c(CN2CCC(Oc3ccc(C(=O)N4CCCC4)cc3)CC2)c1C
→ -5 | 1 | -1 | 16 | 3 | -4 | 0.97 | -9
Cc1ccc(Oc2ccccc2NC(=O)C2=COCCO2)cc1
→ -2 | 0.95 | -5 | -5 | 0 | 5 | 1 | 9
O=C(CCNC(=O)c1ccc([N+](=O)[O-])cc1)Nc1ccc(N2CCOCC2)cc1N1CCOCC1
→ -2 | 0.91 | 1 | 7 | 4 | 9 | 0.96 | -1
COc1cc(OC)cc(C(=O)N[C@H](C(=O)NNC(=O)c2ccc(Br)cc2)C(C)C)c1
→ 3 | 1.1 | -4 | -2 | -30 | -5 | 1.3 | -8
Cc1ccccc1OCC(=O)NCCNC(=O)c1ccccn1
→ 5 | 0.99 | 1 | -8 | 1 | 1 | 0.99 | 2
CSCC[C@H](NC(=O)c1ccc2ccccc2c1)C(=O)N1CCC2(CC1)NCCc1[nH]cnc12
→ -5 | 1 | -2 | -2 | -28 | 0 | 1.3 | -17
CC1=Nc2ccc3ccccc3c2C1(C)C
→ -4 | 1 | 2 | 4 | 3 | -2 | 0.97 | -8
COc1ccc(C)cc1-n1nnnc1SCc1nc2ccccc2s1
→ 0 | 0.95 | -1 | 6 | 20 | 5 | 0.81 | -2
COc1ccc(C(=O)NC2CCN(CC(=O)Nc3cccc(C)c3)CC2)cc1OC
→ -5 | 1 | -5 | -9 | 13 | 0 | 0.87 | -6
CCCCCCCC1c2c(c(C)c(C)oc2=O)Oc2c(C)c(C)oc(=O)c21
→ 0 | 0.94 | -4 | -1 | 11 | 6 | 0.89 | -6
CC(Sc1nnc(Cc2ccccc2)o1)C(=O)NC1(C#N)CCCCC1 (stereo not given)
→ -5 | 0.91 | -2 | -7 | 9 | 9 | 0.91 | -4
O=C(O)Cc1ccc2c(c1)N(S(=O)(=O)c1cccc(C(F)(F)F)c1)CC(C(=O)O)O2 (stereo not given)
→ -2 | 1 | -5 | -13 | 6 | -2 | 0.94 | -11
CCOC(=O)c1[nH]c(C)c(C(=O)NCc2ccc(Cl)cc2)c1C
→ 1 | 1 | -3 | 2 | 7 | -4 | 0.93 | 3
COc1ccc(C2CC(c3cccs3)=NN2C(=O)CSC2=NN3CCCC(=O)N=C3S2)cc1 (stereo not given)
→ 1 | 0.95 | 9 | 16 | 5 | 5 | 0.95 | -2
Cc1ccccc1Cn1c(CN2CCc3ccccc3C2)nc2c1c(=O)n(C)c(=O)n2C
→ -1 | 1.1 | 3 | 7 | 2 | -10 | 0.98 | -19
COc1ccc(-c2cc(C(=O)Nc3sc4c(c3C#N)CCCC4)c3ccccc3n2)cc1OC
→ -2 | 0.85 | 3 | -46 | -10 | 15 | 1.1 | 6
N#C/C(C(=S)Nc1ccccc1)=C1/NN=C(N2CCOCC2)N1c1ccccc1
→ -3 | 0.89 | -8 | 16 | -9 | 11 | 1.1 | -5
Cc1ccc(CNC(=O)C2CCC(CNS(=O)(=O)c3cccc4cccnc34)CC2)cc1 (stereo not given)
→ -3 | 1 | 8 | -17 | 10 | 0 | 0.9 | -10
CCCCN(CC)CCCNC(=O)c1cn(C)c(=O)c2c1c1ccccc1n2C
→ -1 | 1.1 | 1 | -1 | -14 | -8 | 1.1 | -3
CCC(=O)Nc1ccc(/C(C)=N\NC(=O)c2ccc(C)s2)cc1
→ -1 | 1.2 | -5 | -15 | -1 | -17 | 1 | 3
CCC1CCCCN1Cc1ccc(OC)c(OC)c1 (stereo not given)
→ -2 | 0.96 | -9 | 1 | 13 | 4 | 0.87 | -2
O=C(COC(=O)c1cccnc1)c1ccc(Cl)cc1
→ -2 | 0.93 | -7 | -6 | 6 | 7 | 0.94 | 5
COC(=O)Cc1c[nH]c2cccc(OCC(O)CN(Cc3ccc([N+](=O)[O-])cc3)C(C)(C)C)c12 (stereo not given)
→ -1 | 0.89 | 1 | 20 | 10 | 11 | 0.9 | -13
CCn1c(SCC(=O)Nc2ccc(N(C)C)cc2)nnc1-c1ccco1
→ 2 | 1 | 2 | 45 | 0 | -2 | 1 | 5
CCOC(=O)N1CCN(C(=O)C2CCN(Cc3nc(-c4ccccc4C)oc3C)CC2)CC1
→ -4 | 1 | -8 | 25 | 8 | 0 | 0.92 | 2
Cc1ccc2nc3c(c(N)c2c1)CCN3C
→ 3 | 0.96 | 2 | -17 | -4 | 4 | 1 | 8
CCc1ccc(N(CC(=O)N2CCCCCC2)S(C)(=O)=O)cc1
→ -3 | 0.99 | -6 | -4 | 2 | 1 | 0.98 | -3
O=C(Cc1ccc(S(=O)(=O)N2CCOCC2)s1)Nc1cc(C(F)(F)F)ccc1N1CCCC1
→ 3 | 0.94 | -3 | 13 | 1 | 6 | 0.99 | -17
CCN(CC(=O)Nc1c(F)cccc1F)C(=O)C1CCN(S(=O)(=O)c2ccc(C)c(C)c2)CC1
→ -1 | 1 | -7 | -2 | 1 | 0 | 0.99 | 1
CC(C)(C)C(=O)CSc1nc2c(c(-c3cccs3)c1C#N)CCC2
→ 1 | 0.97 | -6 | 22 | 13 | 3 | 0.87 | 6
COC(=O)c1sc(-c2ccc(Cl)cc2)cc1NC(=O)CSCC(=O)O
→ 0 | 0.84 | 0 | -26 | -6 | 16 | 1.1 | 5
CN(C)C=NC(=O)c1cc(C(=O)c2ccc(Cl)cc2)c[nH]1
→ 2 | 1 | 9 | -13 | -7 | -4 | 1.1 | -3
Cc1ccc(NC(=S)NN2CCOCC2)c(C)c1
→ 1 | 1.1 | -4 | 0 | -8 | -6 | 1.1 | -1
COc1ccccc1C(c1nnnn1CC1CCCO1)N1CCN(c2ccccc2)CC1 (stereo not given)
→ 2 | 1.1 | -8 | -2 | -13 | -8 | 1.1 | 5

2 of the compounds above, with the structure last.
APOBEC3A inh	mIAP act	HKDC1 inhibitor	PfG6PD inh	hIAP inh	mIAP block	hIAP activ	ATG4B inh	SMILES
0	0.84	0	-26	-6	16	1.1	5	COC(=O)c1sc(-c2ccc(Cl)cc2)cc1NC(=O)CSCC(=O)O
2	1	9	-13	-7	-4	1.1	-3	CN(C)C=NC(=O)c1cc(C(=O)c2ccc(Cl)cc2)c[nH]1

Bioassay records (PubChem BioAssay)
